Large T inhibition: TAg ATPase/helicase activity blockers – biochemical (AID 1903); SV40 large T antigen ATPase/helicase inhibition assay; higher % means a stronger effect; inhibition, % at 20 µM; hits with a dose series show IC50 in µM; 310,000 compounds, 0.39% hits; in the data active = a potency from the dose series; inconclusive = inhibition mostly from about 32% at the one dose, without a potency; inactive = the rest, 99 in 100 with inhibition below about 32%; note: strong numbers were not always called active
RSV antiviral HEp-2: RSV antiviral activity via CPE protection, HEp-2 cells, primary 10 µM value included (AID 2391). HEp-2 cells, RSV-induced CPE inhibition; higher % means a stronger effect. one-dose CPE inhibition, % at 10 µM; IC50 in µM for titrated hits. 310,000 compounds, 0.13% hits; in the data active = a potency from the dose series; inconclusive = CPE inhibition mostly from about 23% at the one dose, without a potency; inactive = the rest, 99 in 100 with CPE inhibition below about 21%; note: strong numbers were not always called active
T cell HTS: T cell immune modulation candidate | 2C CD8+ T cell-vesicle binding, flow cytometry; active compounds read low | calls only at 7 µM | 330,000 compounds, 0.068% hits;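 active = response, share of CD8 T cells binding vesicles, and their 90th percentile fluorescence all below set limits, cut at about 80% in these data, passing the limit was not always enough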
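Material: murine 2C transgenic CD8+ T lymphocytes / Also added: QL9-peptide-loaded Drosophila micro-vesicles bearing Ld, ICAM-1 and B7-1 / Schedule: binding step 1.5 h, 37 °C, antibody labelling 20 min, ice / Signal: flow cytometry, PE anti-B7-1 (FL2) versus Alexa647 anti-CD8 (FL8), PFA-fixed / Evaluation: percent CD8+ FL2 mean versus row control / Benchmarks: naked versus QL9-loaded vesicles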
Salmonella PhoP GFP: inhibitors of PhoP regulon expression, primary screen, Salmonella Typhimurium, GFP reporter (AID 1863) | S. Typhimurium PhoP-regulated promoter GFP reporter, 4 h; higher % means a stronger effect | inhibition, % at 50 µM, or IC50 in µM where a hit was titrated | 300,000 compounds, 0.16% hits;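 active = inhibition over 29.93%, a cutoff 3 SD above the screen mean, later confirmed by dose response; inconclusive = inhibition over 29.93% but no dose response follow-up; inactive = inhibition at most 29.93% or unconfirmed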;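 note: 0% = low Mg2+ inducing control and 100% = high Mg2+ repressing control; strong numbers were not always called active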
MgcRacGAP inhibition: MgcRacGAP GTPase-activating activity inhibitors, confirmation, biochemical, ADP Hunter fluorescence. MgcRacGAP-stimulated Rac1 GTP hydrolysis, ADP Hunter fluorescence; higher % means a stronger effect; GST-tagged Rac1 F28L mutant substrate. inhibition, % at 30 µM; hits with a dose series show IC50 in µM. 340,000 compounds, 0.6% hits. AID 624330;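 active = first-screen hits whose inhibition reached a set limit at any dose in the follow-up dose series; inconclusive = inhibition above the set first-screen limit but never retested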;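 note: fluorescence reports GDP produced by GAP-driven GTP hydrolysis; strong numbers were not always called active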
Myeloid diff 2: compounds promoting myeloid differentiation | ER-HoxA9 myeloid progenitors, lysozyme-GFP differentiation, flow cytometry | calls only at 10 µM | 360,000 compounds, 1% hits;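 active = normalized GFP-positive differentiation at or above the plate's own cutoff, the solvent-only control mean plus 3 SD; inconclusive = no clear call, values can overlap the other calls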;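 note: cells exposed to compound for four days before flow analysis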
bCat nuc transl: alters nuclear translocation of beta-catenin in HeLa cells | immunofluorescence imaging | nuclear translocation activity, % at 5 µM | 190,000 compounds, 0.3% hits;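 active = nuclear translocation activity above 50% at 5 µM, with a well cell count of 50 or more; inconclusive = wells under 50 cells across six images, flagged as toxic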;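 note: per-cell ratio of nuclear to cytoplasmic median beta-catenin stain intensity; plate controls were DMSO negative control for no effect and GSK-3 inhibitor IX positive control for full effect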
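Technique: fluorescence imaging of beta-catenin antibody stain plus DAPI / Material: human HeLa cell line / Incubation: compound treatment 24 h, 37°C, 5% CO2 / Read-out basis: % activation of per-cell nuclear versus cytoplasmic median beta-catenin signal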
WT yeast gro inh: growth inhibition of WT yeast, mitochondrial fusion screen | 190,000 compounds, 2.1% hits | inhibition, % at 10 µM | mitochondrial fusion phenotypic screen, WT strain; in the data active = inhibition above about 58%; tested in S. cerevisiae
West Nile virus CPE: West Nile virus antiviral activity, cell-based, CPE readout (AID 1621); West Nile virus-infected cells, CPE inhibition; higher % means a stronger effect; CPE inhibition, % at 10 µM, or IC50 in µM where a hit was titrated; 290,000 compounds, 0.02% hits; in the data active = a potency from the dose series; inconclusive = CPE inhibition mostly from about 3.7% at the one dose, without a potency; inactive = the rest, 99 in 100 with CPE inhibition below about 2.2%; note: strong numbers were not always called active
WT yeast gro inh mutant strain: also measured in WT yeast gro inh; calls as there; inhibition, %; mitochondrial fusion phenotypic screen, mutant strain inhibition
bCat nuc transl cell count 5 µM: recorded beside bCat nuc transl, whose call it bears; cell count; measured here: cell count, cytotoxicity flag
T cell HTS vesicle-bound %: further read-out of T cell HTS, marked with its call; double positive events, %; measured here: CD8+ vesicle-bound cell fraction;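 binding gate set so that unloaded-vesicle control wells show 10% double positive cells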
Myeloid diff 2 GFP+ MAC1+ %: second read-out of Myeloid diff 2, no call of its own (marks repeat the call); GFP+ MAC1+ double positive, %; measured here: differentiation confirmed by MAC1 staining
* marks the source's active call; other numbers are inactive results; i = inactive; u = inconclusive; x = no result given; + = active, no number.

Structure	Large T inhibition	RSV antiviral HEp-2	T cell HTS	T cell HTS vesicle-bound %	Salmonella PhoP GFP	MgcRacGAP inhibition	Myeloid diff 2	Myeloid diff 2 GFP+ MAC1+ %	bCat nuc transl	bCat nuc transl cell count 5 µM	WT yeast gro inh	WT yeast gro inh mutant strain	West Nile virus CPE
O=C(CN1CCN(c2ccc(O)cc2)CC1)Nc1ccc(-c2ccccc2)cc1	36%	0.0%	i	41	0%	u	i	1.0	x	x	x	x	-0.6%
Nc1ccccc1-n1c(=O)n(Cc2ccccc2F)c(=O)c2[nH]cnc21	9%	4.3%	i	58	-6%	3%	u	x	x	x	x	x	-0.2%
C=CCn1c(-c2cccc(Cl)c2)n[nH]c1=S	4%	17%	i	4	-7%	16%	i	1.1	-7.4	996	-1	7	0.1%
CCCCN1C(N)=NC[C@@H]1Cc1ccc(O)cc1	13%	1.6%	i	8	1%	5%	+	5.5*	-0.8	1123	x	x	1.2%
CCC(C)Sc1nnc(NC(=O)c2ccco2)s1 (stereo unspecified)	26%	1.8%	i	62	-7%	6%	i	0.4	x	x	x	x	0.2%
C=CCOc1cccc(C(=O)N2CCCC(Nc3ccc(F)cc3)C2)c1 (stereo unspecified)	5%	5.5%	i	61	-1%	-6%	i	1.4	x	x	x	x	-0.4%
COc1ccc(NC(=S)N2CCN(C(=O)c3ccco3)CC2)c(OC)c1	17%	1.9%	i	38	8%	9%	i	0.1	-6.2	1131	2	7	0.1%
C/C(=N\NC(=O)CNC(=O)C(c1ccccc1)c1ccccc1)c1ccc(C(C)(C)C)cc1	-1%	2.2%	i	42	-8%	7%	i	0.3	-0.2	1106	-6	8	-0.1%
CCOc1ccc(/C=C2\SC(=S)N(C)C2=O)cc1OC	5%	1.8%	i	30	-18%	x	i	1.3	-0.1	1119	x	x	-0.3%
Cc1cc(S(=O)(=O)NCc2ccco2)c(C)cc1Cl	15%	1.3%	i	9	1%	5%	i	1.4	x	x	x	x	-0.6%
CCOC(=O)N1CCN(C(=O)c2ccccc2N(Cc2ccccc2)S(=O)(=O)c2ccc(OC)cc2)CC1	2%	1.9%	i	17	-1%	2%	i	0.7	1.4	968	7	7	-1.4%
O=C(Cn1ccc([N+](=O)[O-])n1)NCc1cccnc1	4%	-0.6%	i	22	4%	5%	i	0.5	2.9	880	-1	-2	0.0%

3 compounds out of the list, sorted by heavy-atom count, high to low.
Structure	Large T inhibition	RSV antiviral HEp-2	T cell HTS	T cell HTS vesicle-bound %	Salmonella PhoP GFP	MgcRacGAP inhibition	Myeloid diff 2	Myeloid diff 2 GFP+ MAC1+ %	bCat nuc transl	bCat nuc transl cell count 5 µM	WT yeast gro inh	WT yeast gro inh mutant strain	West Nile virus CPE
Nc1ccccc1-n1c(=O)n(Cc2ccccc2F)c(=O)c2[nH]cnc21	9%	4.3%	i	58	-6%	3%	u	x	x	x	x	x	-0.2%
Cc1cc(S(=O)(=O)NCc2ccco2)c(C)cc1Cl	15%	1.3%	i	9	1%	5%	i	1.4	x	x	x	x	-0.6%
CCC(C)Sc1nnc(NC(=O)c2ccco2)s1 (stereo unspecified)	26%	1.8%	i	62	-7%	6%	i	0.4	x	x	x	x	0.2%

(list continues)
Structure	Large T inhibition	RSV antiviral HEp-2	T cell HTS	T cell HTS vesicle-bound %	Salmonella PhoP GFP	MgcRacGAP inhibition	Myeloid diff 2	Myeloid diff 2 GFP+ MAC1+ %	bCat nuc transl	bCat nuc transl cell count 5 µM	WT yeast gro inh	WT yeast gro inh mutant strain	West Nile virus CPE
CC(C)c1ccc(-c2cc(C(=O)N3N=C(C(F)F)CC3(O)C(F)F)c3ccccc3n2)cc1 (stereo unspecified)	10%	-3.6%	i	30	18%	9%	i	2.3	1.1	1058	87*	78*	-0.2%
COc1ccc(-c2[nH]ncc2CN2CCCOc3c(cccc3OC)C2)c(OC)c1	0%	-2.0%	i	35	7%	4%	i	0.4	-0.8	1011	-1	-6	-1.0%
COc1ccc(CNc2cc(C)ccn2)c(O)c1	8%	0.4%	i	26	9%	3%	i	0.5	x	x	x	x	-0.4%
CCOC(CNc1ncnc2sc(-c3ccccc3)cc12)OCC	5%	14%	i	10	-4%	x	i	0.2	x	x	x	x	-0.5%
COc1ccc(S(=O)(=O)N2CCCCC2)cc1NC(=O)CCCNC(=O)c1ccc(Cl)cc1	x	0.4%	i	44	x	3%	i	0.6	x	x	x	x	x
Cn1c(C(=O)NCCCN2CCN(c3ccccc3F)CC2)cc2c(=O)n(C)c3ccccc3c21	-3%	-3.0%	i	45	1%	-2%	u	x	x	x	-1	-4	0.3%
COc1ccccc1C1=NOC(COC(=O)c2ccc([N+](=O)[O-])cc2)C1 (stereo unspecified)	1%	2.3%	i	11	5%	x	i	0.4	-0.1	1327	x	x	0.2%
COc1ccc(N2CCN(C3CCCN(C(=O)CN4CCCCC4=O)C3)CC2)cc1 (stereo unspecified)	28%	-0.7%	i	16	0%	21%	i	1.5	x	x	x	x	-0.1%
CCC(=O)c1ccc(OCc2ccc(C#N)cc2)cc1	1%	6.8%	i	52	-1%	7%	i	0.1	-0.7	1042	-1	1	-1.1%
Cc1c(NC(=O)CN2C(=O)NC(C)(c3ccc4c(c3)OCCO4)C2=O)c(=O)n(-c2ccccc2)n1C (stereo unspecified)	-1%	1.2%	i	25	2%	5%	i	0.7	-0.9	1177	-7	4	-0.5%
CCOc1ccc(NC(=O)c2ccc(N3CC4CC(C3)c3cccc(=O)n3C4)c(NC(=O)c3cccnc3)c2)cc1 (stereo unspecified)	5%	1.7%	i	16	-2%	8%	u	x	x	x	x	x	-0.3%
CC1=NN(c2ccc([N+](=O)[O-])cc2)C(c2ccccc2)C1 (stereo unspecified)	4%	1.4%	i	28	3%	5%	i	0.2	x	x	11	-4	-1.2%

Additional records follow:
Structure	Large T inhibition	RSV antiviral HEp-2	T cell HTS	T cell HTS vesicle-bound %	Salmonella PhoP GFP	MgcRacGAP inhibition	Myeloid diff 2	Myeloid diff 2 GFP+ MAC1+ %	bCat nuc transl	bCat nuc transl cell count 5 µM	WT yeast gro inh	WT yeast gro inh mutant strain	West Nile virus CPE
Cn1nc(C(=O)OCC(=O)N2CCc3ccccc32)c2ccccc2c1=O	-3%	0.8%	i	33	19%	6%	i	0.5	-1.4	1175	-5	-13	-0.5%
COC(=O)c1ccc(NC(=O)c2ccccc2NS(C)(=O)=O)cc1	0%	2.2%	i	14	2%	1%	i	1.5	x	x	-6	-11	0.1%
N/C(=N\NS(=O)(=O)c1ccccc1)c1ccccn1	16%	-1.1%	i	28	x	4%	i	0.9	x	x	x	x	x
Nc1nnc(SCC(=O)Nc2ccc(N3CCOCC3)c(Cl)c2)s1	3%	4.6%	i	2	-6%	3%	u	x	x	x	x	x	-0.5%
O=C(Nc1ccc2c(c1)OCCO2)c1oc2ccccc2c1NC(=O)C1CC1	18%	1.5%	i	58	-11%	7%	i	0.4	-4.7	1048	-1	3	-0.9%
O=S(=O)(c1cnc(Cl)c(Br)c1)N1CCc2ccccc21	10%	-0.3%	i	22	-4%	-1%	i	0.7	-0.1	1288	x	x	-0.3%
COc1ccc(CN(C(=O)c2ccc(CN3CCOCC3)o2)C(C(=O)NCC2CCCO2)c2ccc(F)cc2)cc1 (stereo unspecified)	0%	-0.6%	i	51	-1%	1%	i	0.8	-2.2	959	-16	-13	-0.5%
COc1cc(NC(=O)c2cccc([N+](=O)[O-])c2)ccc1NC(=O)c1ccco1	-1%	0.4%	i	68	5%	13%	i	0.9	-0.6	1121	-1	-1	-0.1%
NC(=O)C1CCN(c2cc(Cl)ccc2[N+](=O)[O-])CC1	11%	4.7%	i	28	-6%	12%	i	0.4	-1.6	1400	x	x	0.1%
Cc1sc2nc3c(C(=O)N4CCN(c5ccccn5)CC4)cccn3c(=O)c2c1C	2%	x	x	x	-6%	x	x	x	x	x	8	-8	-0.3%
CC(O)Cc1cn([C@@H](CCCCNC(=O)OC(C)(C)C)C(=O)N2CCN(C(=O)OC(C)(C)C)CC2)nn1 (stereo partly specified)	8%	0.4%	i	30	-5%	5%	i	1.1	0.0	1207	-8	5	-0.2%
COc1ccc(C(=O)Nc2cccc3c2CCCC3)cc1	12%	1.8%	i	62	-5%	8%	i	0.7	x	x	x	x	0.7%

Profiles, quoted from the list. Order of values: Large T inhibition	RSV antiviral HEp-2	T cell HTS	T cell HTS vesicle-bound %	Salmonella PhoP GFP	MgcRacGAP inhibition	Myeloid diff 2	Myeloid diff 2 GFP+ MAC1+ %	bCat nuc transl	bCat nuc transl cell count 5 µM	WT yeast gro inh	WT yeast gro inh mutant strain	West Nile virus CPE
CCC(=O)c1ccc(OCc2ccc(C#N)cc2)cc1 is listed as 1%	6.8%	i	52	-1%	7%	i	0.1	-0.7	1042	-1	1	-1.1%
Cc1sc2nc3c(C(=O)N4CCN(c5ccccn5)CC4)cccn3c(=O)c2c1C is listed as 2%	x	x	x	-6%	x	x	x	x	x	8	-8	-0.3%

Remaining list, next part.
Structure	Large T inhibition	RSV antiviral HEp-2	T cell HTS	T cell HTS vesicle-bound %	Salmonella PhoP GFP	MgcRacGAP inhibition	Myeloid diff 2	Myeloid diff 2 GFP+ MAC1+ %	bCat nuc transl	bCat nuc transl cell count 5 µM	WT yeast gro inh	WT yeast gro inh mutant strain	West Nile virus CPE
CC(C)c1ccc(NC(=O)COc2ccc(S(=O)(=O)N3CCOCC3)cc2)cc1	17%	0.1%	i	57	9%	4%	i	0.6	-4.9	1229	-13	-9	0.0%
CCOc1ccc(S(=O)(=O)NCCC(=O)N(C)Cc2cccs2)cc1	x	0.7%	i	42	x	7%	i	0.3	x	x	x	x	x
O=C(Nc1cc(S(=O)(=O)Nc2ccc(Cl)cc2)ccc1N1CCCCC1)c1ccc(F)cc1Cl	3%	-0.4%	i	35	2%	8%	i	0.7	-0.6	937	10	-6	-0.9%
COc1ccc(-n2nc(C(=O)NCC(=O)Nc3cc(C)ccc3OC)c3ccccc3c2=O)c(OC)c1	4%	2.5%	i	21	2%	3%	i	4.2	x	x	x	x	0.0%
